# Compound activity: PubChem BioAssay, several laboratories
# EBV gp42 inh = EBV gp42 inhibition; 220,000 compounds, 0.42% hits; inhibition, % (tested at 21.74 µM); Q1HVG2; Fluorescence polarization binding assay, mP read-out; in the data active = inhibition above about 50%
# Target sequence (Q1HVG2 whole entry, looked up): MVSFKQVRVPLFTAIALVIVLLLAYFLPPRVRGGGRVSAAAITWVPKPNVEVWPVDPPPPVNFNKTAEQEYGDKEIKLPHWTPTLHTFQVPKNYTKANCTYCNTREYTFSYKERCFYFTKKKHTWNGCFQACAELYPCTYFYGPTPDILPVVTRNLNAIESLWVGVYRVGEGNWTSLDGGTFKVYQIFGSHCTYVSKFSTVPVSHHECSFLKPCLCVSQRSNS
# Furin inh = inhibitors of human furin; P09958; purified furin, fluorogenic substrate cleavage; inhibition, % at 30 µM; 220,000 compounds, 0.061% hits; AID 463115; in the data active = inhibition above about 25%; note: inactives centre near -15
# zfTRPN1 agonist = zebrafish TRPN1 (NompC) channel agonism; AID 1424; activation, % at 3 µM; HEK293 zebrafish TRPN1-YFP, Fluo-8 calcium fluorescence; 100% = response to 87 µM carbachol; 220,000 compounds, 0.18% hits;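 active = activation above its plate's cutoff, the mean activation of test wells on that plate plus 3 SD, cut at about 19% in these data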;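 note: 0% = DMSO alone and 100% = 87 µM carbachol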
#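 Material – zebrafish TRPN1-YFP in HEK293 cells · Doses – 3 µM single point · Schedule – dye 1 h 37 °C plus 30 min RT · Signal – Fluo-8 calcium fluorescence, excitation 470-495 nm, emission 515-575 nm · Read-out – % activation versus carbachol response · Control set – carbachol high, DMSO low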
# Cl transport mod = KCC2 (human) Cl- transport modulation; Q9H2X9; KCC2 cells, thallium flux FluoZin-2 fluorescence; 190,000 compounds, 2.2% hits; B-score of Tl+ flux slope (higher = more flux/activation; lower = inhibition) at 10 µM;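 active = thallium flux slope and its plate-corrected score both differing from the plate sample mean at a set confidence after two filtering rounds, in either direction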;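 note: slope of fluorescence scaled to starting intensity during 10 to 20 s after thallium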
# TRPML3 agonist = agonists of human TRPML3 channel | Q8TDD5 | HEK293 TRPML3-YFP, Fluo-8 calcium fluorescence; 100% = the carbachol control signal | activation, % at 3 µM | 220,000 compounds, 0.29% hits;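 active = activation above its plate's cutoff, the mean activation of the plate's test wells plus 3 SD, cut at about 12% in these data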;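 note: 0% = DMSO only wells and 100% = carbachol wells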
# Target sequence (Q8TDD5 whole entry, looked up): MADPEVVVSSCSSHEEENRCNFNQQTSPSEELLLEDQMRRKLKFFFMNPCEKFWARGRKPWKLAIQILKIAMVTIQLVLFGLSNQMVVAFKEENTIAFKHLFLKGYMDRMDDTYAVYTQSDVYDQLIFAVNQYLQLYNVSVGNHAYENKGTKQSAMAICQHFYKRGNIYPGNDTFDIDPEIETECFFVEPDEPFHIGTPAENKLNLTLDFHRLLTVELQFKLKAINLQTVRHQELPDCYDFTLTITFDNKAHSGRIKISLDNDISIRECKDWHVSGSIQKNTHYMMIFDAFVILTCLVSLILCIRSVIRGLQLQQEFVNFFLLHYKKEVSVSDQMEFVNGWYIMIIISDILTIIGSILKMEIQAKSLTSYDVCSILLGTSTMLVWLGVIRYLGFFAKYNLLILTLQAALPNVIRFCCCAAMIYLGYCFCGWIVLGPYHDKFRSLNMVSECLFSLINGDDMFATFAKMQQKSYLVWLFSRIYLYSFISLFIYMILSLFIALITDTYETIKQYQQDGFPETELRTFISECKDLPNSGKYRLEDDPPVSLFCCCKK
#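 Test system – HEK293 line with stable expression of human TRPML3-YFP channel · Control set – carbachol 87 µM final as high control (100%), DMSO as low control (0%) · Signal – Fluo-8 calcium dye fluorescence, ex 470-495, em 515-575 nm · Incubation – 1-h 37 °C dye load, 5-s basal, 120-s post-compound reads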
# TbHK1 inh = blocks Trypanosoma brucei hexokinase 1 activity. recombinant TbHK1, G6PDH-coupled NADH A340. inhibition, % at 10 µM. 220,000 compounds, 0.11% hits. AID 1430;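 active = inhibition of 50% or more in the single-dose primary screen; inactive = inhibition below 50%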
# PPC-1+TRAIL kill = PPC-1 cancer cell killing with TRAIL present. cell killing (% activity), % at 4 µM. PPC-1 cells + TRAIL, ATPLite viability luminescence. 220,000 compounds, 0.41% hits;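 active = cell killing above 50% in the first pass at 4 µM, then a duplicate retest at 5 µM averaging 50% or more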;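 note: plate controls were cells with TRAIL plus DMSO for no effect and medium-only wells lacking cells for full effect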
# Calpain2 inh = inhibitors of pig calpain II; purified calpain II, fluorogenic peptide substrate, 30 min; inhibition, % at 16 µM; 220,000 compounds, 0.37% hits;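 active = inhibition above about 50%, limit read from the data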
# thrombin 1536 = blocks human thrombin protease activity | P00734 | alpha-thrombin, Boc-VPR-AMC fluorogenic substrate cleavage | inhibition, % at 5 µM | 220,000 compounds, 0.26% hits | AID 1046;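 active = inhibition at or above 40%; inactive = inhibition below 40%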;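 note: 0% = enzyme with no compound and 100% = wells without enzyme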
#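 Material: human alpha-thrombin enzyme / Medium: pH 7.5 Tris (50 mM) with NaCl 150 mM, Tween 20 0.05% / Compound: single-point dosing at 5 µM, 0.2% DMSO / Incubation: enzyme reaction carried out at room temperature / Detection: AMC fluorescence, 355/460 nm / Read-out basis: percent inhibition scaled between no-compound controls and no-enzyme blanks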
# * hit, by the source's call; i = inactive; . = not tested or not shown; [ ] = another dose, or the depositor's remark.
SMILES,EBV gp42 inh,Furin inh,zfTRPN1 agonist,Cl transport mod,TRPML3 agonist,TbHK1 inh,PPC-1+TRAIL kill,Calpain2 inh,thrombin 1536
CCOC(=O)C(=O)c1c(-c2ccc(C)cc2)nc2ccccn12,-2.8,0.0,-0.4,-0.654,0.8,-22.2,18.8,5.0,-11.1
Cc1oc(-c2nc3ccccc3n2C)cc1C(=O)c1ccccc1,-14.4,-9.5[20 µM],-1.5,-2.94*,-1.3,-2.6,18.7,9.0,-4.8
C#CCOCCOCCOCCNc1nc(N2CCN(C(=O)[C@H](CCCCN)n3cc([C@@H](N)C(C)CC)nn3)CC2)nc(N2CCN(C(=O)[C@H](Cc3ccc(O)cc3)n3cc([C@@H](N)CC(C)C)nn3)CC2)n1 (stereo partly drawn),-5.6,-18.7,0.8,0.63,0.0,3.7,6.5,17.2,-3.3
Cn1c(SCC(=O)NCc2ccccc2)nc2c([nH]c3ccccc32)c1=O,-12.3,14.1,0.8,0.35,1.7,2.1,-4.1,-17.7,2.6
Cc1cccc(NC(=O)CSc2nnc(CSc3nc(C)cc(C)n3)n2Cc2ccco2)c1,-12.1,-20.2,-0.9,.,-1.7,1.1,4.2,-4.5,-0.4
CCC1CCCCN1C(=O)c1noc(C(C)C)c1[N+](=O)[O-] (stereo not drawn),-22.3,-13.8,0.8,0.0497,0.2,1.8,7.7,1.5,-1.2
COc1cccc(/C=N/Nc2nc(-c3cccnc3)nc3ccccc23)c1,-33.7,-13.5,1.2,-0.0012,-0.3,-42.4,25.4,-19.8,-1.6
CCOC(=O)c1ccccc1-n1nnnc1C,-17.9,-16.8,0.7,-0.286,-0.1,-5.1,-3.5,-12.8,-4.4
Cc1[nH]c2ccccc2c1C(=O)CSc1ccccn1,1.5,-13.5,0.2,-0.876,0.0,-0.7,15.3,1.1,-4.0
CSCCC(/C(O)=C(\C#N)c1nc2ccccc2[nH]1)N1C(=O)c2ccccc2C1=O (stereo not drawn),-3.7,-23.7,-0.9,-0.279,0.0,-9.7,3.4,-76.1,3.6
O=C(Nc1nnc(-c2ccc3c(c2)OCCO3)o1)C1CCCCC1,2.8,-27.2,0.6,-0.252,1.2,-5.9,0.6,-194.9,1.3
Cc1cc(=O)[nH]c(N/N=C/c2cccs2)n1,-10.2,-3.9,0.3,-0.449,0.9,-28.4,23.6,-5.7,6.6
CSC1=NCCN1C(=O)c1cccc(Br)c1,-22.2,-14.7,-0.2,.,0.0,4.2,8.9,4.3,-0.8
COc1ccc(N(C(=O)c2ccco2)S(=O)(=O)c2cccc([N+](=O)[O-])c2)cc1,6.6,-26.1[20 µM],-0.5,-0.1,0.7,29.6,-9.6,28.5,57.5*
C=CCNC(=O)/C(C#N)=C/c1ccc(OS(=O)(=O)c2ccc(C)cc2)c(OC)c1,1.5,-1.4,-0.8,0.054,1.1,-2.1,-7.4,-21.1,-7.6
O=C(O)c1cnccn1,-11.0,-12.6,0.0,-0.73,0.6,-2.9,27.4,-8.2,-2.8
Clc1ccc(SCc2nc3ccccc3[nH]2)cc1,-17.5,-26.3[20 µM],0.2,1,-1.6,-3.9,20.2,18.4,-2.1
O=C(Cn1nc(-c2ccccc2)ccc1=O)NCCCN1CCOCC1,-24.0,-19.3,2.4,-0.697,1.2,-8.9,-0.4,-14.2,4.4
CCOC(=O)C1CCCN(C(=O)c2cn(C)c(=O)c3cc(OC)c(OC)cc23)C1 (stereo not drawn),-14.6,3.4[20 µM],-0.8,1.16,0.4,-7.9,0.0,-10.9,-7.6
O=C(O)c1cn[nH]c1-n1cnnn1,-9.5,-19.9[20 µM],-0.4,-0.0057,0.3,-6.1,33.8,-12.5,-3.2
NC(=O)NNC(=S)Nc1cccc2ccccc12,-6.6,-20.1,1.6,-0.421,1.1,5.0,0.5,-15.9,-3.9
COc1cccc(NC(=S)N(CCCN2CCCC2)Cc2ccco2)c1,-10.9,-30.3,0.0,.,0.0,2.6,32.1,-26.9,95.1*
Cc1ccn2c(NC(=O)c3cccs3)c(-c3ccccc3)nc2c1,9.5,3.3,-1.5,0.133,-0.2,-5.3,9.8,12.6,-10.9
CNc1nccc(-c2ccc(Cl)cc2)c1C#N,-10.4,-42.6,-3.8,-0.317,-0.9,-7.8,-1.2,-410.5,-11.4
CCOCCOC(=O)C1=C(C)N(C)C(=O)NC1c1cc(Cl)c(O)c(OCC)c1 (stereo not drawn),-2.0,-18.8,1.0,0.978,0.5,-6.0,19.0,-7.5,2.3
O=C(CSc1nnnn1Cc1ccccc1)N1CCN(c2ccccc2)CC1,-39.4,-7.4[20 µM],0.8,0.0153,-0.1,3.7,4.6,1.8,4.7
CCN(CC)S(=O)(=O)c1ccc2c(c1)nc(SCC(=O)N1CCCCCC1)n2-c1ccc(OC)cc1,-10.1,-0.6[20 µM],1.2,0.73,1.4,-3.5,9.8,35.0,-13.3
Cc1ccc(/C=C/C(=O)N2CCN(c3ncccn3)CC2)o1,0.2,-4.8,1.3,0.213,0.3,-22.1,3.7,30.4,3.5
CC(C)(C)c1ccc(-c2noc(-c3ccno3)n2)cc1,-5.2,-6.6,0.1,0.0261,-0.4,0.4,10.1,14.2,1.7
Cn1cc([N+](=O)[O-])c(C(=O)N(Cc2ccccc2)Cc2ccccc2)n1,-4.7,-14.0,-0.1,0.492,0.6,31.8,19.7,-8.7,-8.0
Cn1c(Cc2ccccc2)nnc1SCc1ccc(C(=O)O)cc1,-4.0,-25.9,0.1,-0.0773,0.1,-5.7,16.6,-3.4,-4.1
CCOC(=O)C1CCCN(C(=O)c2ccc([N+](=O)[O-])c(C)c2)C1 (stereo not drawn),-13.2,-26.7,0.9,-0.658,0.4,-3.1,19.8,-9.2,-1.7
COc1cc(C(O)P(=O)(OC(C)C)c2ccc(N(C)C)cc2)cc(OC)c1OC (stereo not drawn),2.4,-4.2,0.6,0.725,0.8,-1.8,-6.2,13.7,1.1
CS(=O)(=O)N(CC(=O)N1CCCC1)c1ccc(OCc2ccccc2)cc1,-13.1,-13.0[20 µM],0.3,0.131,0.9,5.1,28.8,1.0,2.8
CCOC(=O)c1cc2c(=O)n3ccccc3nc2n(Cc2ccccc2)c1=N,-10.7,-19.3[20 µM],-0.2,-0.0492,-0.2,-5.2,-1.0,i,-11.2
CCN(CC)C(=O)CN1C(=O)NC2(CCc3ccccc3C2)C1=O (stereo not drawn),-15.3,-14.5,1.3,0.717,-1.5,-0.9,12.0,2.6,-7.9
N=C1/C(=C\c2ccc(-c3cc(Cl)cc(Cl)c3)o2)C(=O)N=C2SC=C(c3ccccc3)N12,-55.2,10.5,0.6,1.55,0.6,20.3,-10.3,-33.3,1.0
C=CCn1c(=N)c(C(=O)NCCCOC)cc2c(=O)n3cccc(C)c3nc21,-22.3,-166.0,1.4,-0.0774,0.3,17.9,-14.4,i,-16.0
O=C(CN1CCN(C2CCCCC2)CC1)Nc1ccc(Br)cc1,-5.2,-18.5,-0.4,0.432,0.4,-0.3,-24.2,-19.1,14.6
CC1Cc2ccccc2N1C(=O)NC1CC(=O)N(c2ccc3c(c2)OCCO3)C1 (stereo not drawn),-0.3,-12.3,2.3,-0.397,0.6,-3.6,33.2,-20.5,-1.4

# Profiles, quoted from the list. Screens in order: EBV gp42 inh	Furin inh	zfTRPN1 agonist	Cl transport mod	TRPML3 agonist	TbHK1 inh	PPC-1+TRAIL kill	Calpain2 inh	thrombin 1536
# Cc1ccn2c(NC(=O)c3cccs3)c(-c3ccccc3)nc2c1 is listed as 9.5	3.3	-1.5	0.133	-0.2	-5.3	9.8	12.6	-10.9
# CCOC(=O)c1cc2c(=O)n3ccccc3nc2n(Cc2ccccc2)c1=N is listed as -10.7	-19.3[20 µM]	-0.2	-0.0492	-0.2	-5.2	-1.0	i	-11.2
# C=CCn1c(=N)c(C(=O)NCCCOC)cc2c(=O)n3cccc(C)c3nc21 is listed as -22.3	-166.0	1.4	-0.0774	0.3	17.9	-14.4	i	-16.0
# CCOCCOC(=O)C1=C(C)N(C)C(=O)NC1c1cc(Cl)c(O)c(OCC)c1 (stereo not drawn) is listed as -2.0	-18.8	1.0	0.978	0.5	-6.0	19.0	-7.5	2.3

# Next part
SMILES,EBV gp42 inh,Furin inh,zfTRPN1 agonist,Cl transport mod,TRPML3 agonist,TbHK1 inh,PPC-1+TRAIL kill,Calpain2 inh,thrombin 1536
Cc1ccc(S(=O)(=O)c2nc(N3CCOCC3)sc2Cl)cc1,-6.3,-11.3[20 µM],-0.2,.,0.0,-3.6,29.7,20.0,-1.1
CNc1nc(N)c([N+](=O)[O-])c(NCC2CCCO2)n1 (stereo not drawn),-13.9,9.0,1.5,0.696,0.0,-66.1,20.4,9.9,0.0
COc1cc2[nH]c(=O)n(CCC(=O)N3CC=C(c4ccccc4)CC3)c(=O)c2cc1OC,-16.6,-18.7[20 µM],-0.6,0.521,0.9,-13.0,-1.5,-13.2,-3.6
CCC(=O)c1cn(CC(=O)NCc2cccnc2)c2ccccc12,-18.5,-23.2[20 µM],-0.1,-0.0269,-0.3,0.8,-19.8,20.3,0.3
O=c1c(-c2ccc(F)cc2)coc2cc(O)ccc12,-5.5,-25.0,0.0,-5.76*,0.1,-18.6,2.5,-273.2,2.9
Cc1ccc(OCC(=O)N/N=C2/SCC(=O)N2Cc2ccco2)cc1,-12.6,-22.1,-2.0,.,-0.1,-1.1,13.3,22.0,-2.9
Cc1cc(Cl)ccc1OCC(=O)NC(=S)Nc1ccccc1N1CCOCC1,-4.3,-4.7,-0.6,0.0284,0.2,-0.5,29.7,-5.2,-6.3
Cc1ccc(NC(=O)C2CCCCC2C(=O)O)cc1Cl (stereo not drawn),-23.7,-16.6,-0.3,0.068,-0.6,-2.8,-3.6,11.5,.
Nn1c(Cc2cccc3ccccc23)nnc1SCC(=O)N1CC(=O)Nc2ccccc21,-15.7,-15.2[20 µM],-1.4,-0.225,0.3,-6.1,20.3,-10.1,2.8
COc1nc2ccccc2nc1OC,-9.7,-15.9,0.6,-1.29,0.8,-11.5,5.4,-9.8,1.8
CCC(CC)C(=O)Nc1cc([N+](=O)[O-])ccc1F,1.8,-18.6,-1.0,1.49,-0.2,-9.1,-17.0,-6.8,-3.0
NC(=O)C1CC(=O)N(c2ccc(OCc3c(Cl)cccc3Cl)cc2)C1 (stereo not drawn),-10.6,-30.5,0.7,-0.975,0.2,-2.6,14.6,-16.2,-10.1
CC1=CC(C)C2C(=O)N(CCC[N+](C)(C)C)C(=O)C2C1 (stereo not drawn),-48.0,-6.1[20 µM],1.7,0.527,0.8,-1.3,7.4,-21.4,-3.1
Cc1cccc2cc3c(N)c(C(=O)N4CCOCC4)sc3nc12,-27.0,-5.7,0.6,-0.0421,0.8,-8.2,13.6,-28.0,-0.3
CC(C)NC(=O)N1CCN(c2ccncc2S(=O)(=O)N2CCOCC2)CC1,-20.5,-15.4[20 µM],0.5,0.558,0.0,-0.6,28.6,-20.5,1.2
CC(C)(C)c1ccc(S(=O)(=O)CCc2ccccn2)cc1,-26.6,-14.0[20 µM],1.4,0.24,-0.1,0.9,7.5,11.3,-20.0
COc1ccc(C(=O)N2CCC(C(=O)Nc3ccc4c(c3)OCCO4)CC2)cc1,4.9,-5.9[20 µM],-0.7,0.415,0.6,-6.0,4.9,32.9,0.5
O=C(c1ccc2c(c1)[nH]c(=S)n1c3ccccc3nc21)N1CCN(c2ncccn2)CC1,-6.9,-2.6[20 µM],1.9,.,0.7,-9.4,14.1,-23.5,1.6
